# Assay outcomes (PubChem)
# beta cell repl – inducers of MIN6 beta-cell proliferation, primary screen, ATP luminescence, uHTS; MIN6 cells proliferation, ATPlite luminescence, 48 h; cells starved in 0.2% serum; 100% = growth in 10% serum; proliferation, % at 10 µM; actives 0.29% (n = 330,000);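 active = compounds whose signal lies at least 3.5 SD above the mean of all wells on their plate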;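 note: 0% = DMSO-treated cells in low-serum medium and 100% = 10% serum control; some compounds called inactive have numbers as strong as hits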
# hIAP activ – human IAP activators, primary screen, biochemical, luminescence, uHTS; purified human IAP, CDP-Star luminescence, 30 min; active compounds read high; 1 = vehicle-only enzyme, 0 = enzyme-free background; activation factor at 10 µM; actives 0.16% (n = 330,000); AID 2524, 2010;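 active = activation factor of the enzyme at least 2-fold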; note: the source names both 10 and 20 µM as test concentration; values of inactives mirror those of a sister screen read the other way
# Target sequence (P09923 whole entry, looked up): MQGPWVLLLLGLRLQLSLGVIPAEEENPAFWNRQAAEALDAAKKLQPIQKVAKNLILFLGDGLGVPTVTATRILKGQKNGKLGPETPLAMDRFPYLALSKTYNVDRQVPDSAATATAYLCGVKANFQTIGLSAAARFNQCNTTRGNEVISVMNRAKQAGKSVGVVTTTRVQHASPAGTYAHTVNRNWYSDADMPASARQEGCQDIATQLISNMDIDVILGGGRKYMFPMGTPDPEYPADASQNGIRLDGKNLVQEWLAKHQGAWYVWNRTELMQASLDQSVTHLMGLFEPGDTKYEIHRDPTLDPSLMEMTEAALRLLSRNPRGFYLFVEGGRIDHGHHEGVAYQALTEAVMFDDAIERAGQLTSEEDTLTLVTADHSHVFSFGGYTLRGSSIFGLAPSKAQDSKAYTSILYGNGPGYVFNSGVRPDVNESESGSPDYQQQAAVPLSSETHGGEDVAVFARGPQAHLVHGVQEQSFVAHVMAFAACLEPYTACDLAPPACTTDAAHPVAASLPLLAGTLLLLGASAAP
# mIAP act – activators of mouse IAP, primary screen, biochemical, luminescence, uHTS; intestinal alkaline phosphatase [Mus musculus]; muIAP, CDP-Star luminescence, 30 min; active compounds read high; 1 = vehicle-only enzyme signal, 0 = enzyme-free wells; activation factor at 10 µM; actives 0.24% (n = 330,000);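 active = activation factor of at least 2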; note: the source names both 10 and 20 µM as test concentration; values of inactives mirror those of a sister screen read the other way
#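 Assay system: mouse IAP enzyme; Reagent: CDP-Star chemiluminescent phosphatase substrate; Compound: DMSO-dissolved test compounds; Incubation: 30 min, room temperature; Technique: luminescence from enzymatic CDP-Star hydrolysis; Controls: DMSO-only wells and no-enzyme negative control.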
# APOBEC3A inh – APOBEC3A ssDNA deaminase inhibitors, primary screen, selectivity assay for APOBEC3G inhibitor project, biochemical, FAM/TAMRA oligo cleavage fluorescence. recombinant A3A, FAM/TAMRA ssDNA deamination fluorescence. inhibition, % at 20 µM. actives 0.41% (n = 330,000);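 active = at least 40% inhibition at 20 µM here, with at most 30% in a related deaminase screen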;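 note: plate controls were A3A with DMSO for no effect and wells lacking A3A enzyme for full effect; some results filed as inactive read as strong as hits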
# Target sequence (P31941 whole entry, looked up): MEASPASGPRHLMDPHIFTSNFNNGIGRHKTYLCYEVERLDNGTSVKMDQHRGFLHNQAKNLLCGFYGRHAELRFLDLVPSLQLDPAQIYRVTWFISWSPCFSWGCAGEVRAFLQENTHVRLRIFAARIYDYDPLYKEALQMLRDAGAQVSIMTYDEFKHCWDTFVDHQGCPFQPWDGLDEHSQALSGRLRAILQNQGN
# MPTP inh – mitochondrial permeability transition pore inhibitors, primary screen, biochemical, isolated mouse mitochondria, absorbance. Ca2+ swelling absorbance, 30 min. inhibition, % at 10 µM. actives 1.4% (n = 360,000). AID 602449, 2012;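 active = inhibition of 50% or more, scaled per plate between neutral and stimulator controls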;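 note: 0% = DMSO wells given calcium and 100% = 1 mM EGTA wells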
# mIAP inh – inhibitors of mouse IAP, primary screen, biochemical, luminescence, uHTS; intestinal alkaline phosphatase [Mus musculus]; inhibition, % at 10 µM; actives 0.2% (n = 330,000); purified mouse IAP, CDP-Star luminescence, 30 min;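 active = inhibition of at least 40% at 10 µM in the primary screen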;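 note: plate controls were DMSO with enzyme for no effect and no enzyme wells for full effect; values of inactives mirror those of a sister screen read the other way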
# hIAP inh – human IAP inhibitors, primary screen, biochemical, luminescence, uHTS | Intestinal-type alkaline phosphatase (Homo sapiens), P09923 | AID 2544, 2010 | inhibition, % at 10 µM | purified IAP, CDP-Star luminescence, 30 min | actives 0.12% (n = 330,000);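 active = inhibition reaching a set limit with compound at 10 µM in the primary screen, cut at about 35% in these data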;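 note: plate controls were DMSO wells with enzyme for no effect and no-enzyme buffer wells for full effect; values of inactives mirror those of a sister screen read the other way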
# A3G deaminase – APOBEC3G DNA deaminase inhibitors, primary screen, biochemical, fluorescence, single-stranded DNA substrate, uHTS; DNA dC->dU-editing enzyme APOBEC-3G (Homo sapiens), Q9HC16; actives 0.28% (n = 330,000); recombinant A3G, ssDNA deamination FAM/TAMRA fluorescence; inhibition, % at 20 µM; AID 493012, 2011;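 active = inhibition of at least 40% at 20 µM, with no more than 30% in the related APOBEC3A deaminase screen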;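 note: plate controls were DMSO wells with A3G for no effect and wells lacking A3G enzyme for full effect; some compounds called inactive have numbers as strong as hits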
# ATG4B inh – ATG4B protease inhibitors, primary screen, biochemical, fluorescence, uHTS | actives 0.51% (n = 340,000) | inhibition, % at 8.33 µM | ATG4B cleavage of LC3-PLA2, NBD-HPC fluorescence, 1 h | Cysteine protease ATG4B (Homo sapiens), Q9Y4P1; in the data active = inhibition above about 40%
# An asterisk follows results filed as active.
SMILES,beta cell repl,hIAP activ,mIAP act,APOBEC3A inh,MPTP inh,mIAP inh,hIAP inh,A3G deaminase,ATG4B inh
Cc1cccc(C(=O)NCC(=O)OCC(=O)N2CC3(C)CC2CC(C)(C)C3)c1 (centres undefined),1,0.99,0.99,-2,-0.2,1,1,-9,-11
CC(C)(C)c1cc[n+](-c2[nH]c(=O)sc2/C=N/NC([S-])=Nc2ccccc2)cc1,0,1.4,0.84,-8,0.3,16,-37,-8,-7
CCN(CC)c1ccc(/C=N/NC(=O)c2c(Cl)cnn2C)c(O)c1,0,0.95,1.1,2,0.4,-5,4,1,-9
C=CCc1cc2c(oc(=O)c3ccccc32)c(C)c1O,-4,0.78,0.98,2,1.5,2,22,0,-1
Cc1ccsc1/C=N/NC(=O)c1c[nH]c2ccccc12,0,0.96,1,-1,-0.1,-3,4,0,5
CCCNC(=O)CN(C)S(=O)(=O)c1c(C)cc(C)cc1C,-3,1.2,1.1,-4,-1.2,-10,-24,-7,3
Cc1ccc(NC(=O)NCCN2CCCCC2)cc1,3,1.3,1,-3,-1.6,-2,-26,-5,1
CSc1nc2ccsc2c(=O)n1-c1ccccc1,-1,0.95,1,0,1.9,-1,5,-1,0
OCCNCCOc1ccc(Cl)c(Cl)c1,0,0.83,1.1,1,-0.5,-7,17,0,-2
Cc1cc(Cl)ccc1OC(C)C(=O)Nc1ccc(C(=O)Nc2ccccc2C(=O)O)cc1 (centres undefined),-7,0.98,1,1,0.2,-4,2,-5,7
CCOc1[nH]n(-c2ccccc2)c(=O)c1C=NCc1cccnc1,-2,1.1,0.96,0,1.0,4,-10,-3,-5
CCOC(=O)c1nc(-c2ccc(OC)c(OC)c2)cnc1C#N,-1,1,0.93,0,0.6,7,0,2,-2
CCN(CCn1cccn1)C(=O)c1cc(COc2c(F)cccc2F)on1,0,1,0.93,2,0.3,7,-3,-6,22
CCC(C)NC(=O)Cn1cnc2sc(C)c(S(=O)(=O)N3CCN(c4ccccc4OC)CC3)c2c1=O (centres undefined),-1,0.99,0.96,1,0.3,4,1,-5,-7
COc1cc(CN2CCN(Cc3ccc(C)cc3)C(CCO)C2)cc(OC)c1O (centres undefined),-3,1,0.94,-2,-3.2,6,-3,-2,9
Cc1ccc(-n2c([O-])nc(-[n+]3ccccc3)c2C=O)cc1,-1,0.95,0.86,1,-0.6,14,5,-5,4
CCOC(=O)CCCNC(=O)CCCNC(=O)C(c1ccccc1)c1ccccc1,0,0.81,1,5,-1.3,-4,19,-5,-2
N#C/C(=C\c1ccc(OCc2ccccc2)cc1)C(N)=O,-2,1.2,0.91,-2,-1.6,10,-21,-6,-9
CCC1CCCN1Cn1cnc2c([nH]c3ccc(Cl)cc32)c1=O (centres undefined),0,0.94,1,1,-0.8,-3,6,0,-9
C=CCC1CCCC(=O)N2CC[C@H](O)C12 (some centres undefined),-6,0.95,1.1,1,0.2,-10,5,6,1
CC1(c2ccc(OC(F)F)cc2)NC(=O)N(CC(=O)c2ccc3c(c2)OCO3)C1=O (centres undefined),-3,0.88,0.98,-2,-1.5,2,12,-9,-9
O=C(c1ccc(Cl)cc1)c1c[nH]c(C(=O)C(Cl)(Cl)Cl)c1,-1,1.1,1,-1,-1.0,-1,-8,-1,-17
COc1ccc(CCNC(=O)Nc2ccc(F)cc2F)cc1OC,-3,1,1.1,1,0.1,-9,-4,8,-5
CC(C)(C#N)NC(=O)C(=O)c1c(-c2ccccc2)cc2ccccn12,0,0.98,0.91,4,0.6,9,2,-2,-8
CC1Cc2ccccc2N1CC(=O)Nc1ccc2c(c1)OCO2 (centres undefined),-3,1.6,1,-9,0.5,-3,-62,-8,5
c1ccc(Nc2cccc3c(Nc4ccccc4)cccc23)cc1,-6,0.8,0.86,-2,6.4,14,20,-8,17
N#Cc1cccc(NC(=O)COC(=O)CCc2nc3ccccc3c(=O)[nH]2)c1,0,0.99,1,5,-4.2,0,1,3,-1
Cc1ccc(CSC2=CS(=O)(=O)c3ccccc3N2)cc1,0,0.99,1.3,-2,-1.5,-26,1,-6,5
O=C(NCCCN1CCOCC1)C(C(=O)NCCCN1CCOCC1)c1ncc(C(F)(F)F)cc1Cl,-1,1.1,1,-2,0.5,-1,-5,-7,1
CCOc1cc2c(cc1OCC)C(C(=O)O)C(c1cc(Br)c(O)c(OC)c1)N(C)C2=O (centres undefined),-1,1,1.1,-1,-0.2,-10,-4,-3,-9

# In the list so far, these have a thiophene ring, fused or not:
SMILES,beta cell repl,hIAP activ,mIAP act,APOBEC3A inh,MPTP inh,mIAP inh,hIAP inh,A3G deaminase,ATG4B inh
Cc1ccsc1/C=N/NC(=O)c1c[nH]c2ccccc12,0,0.96,1,-1,-0.1,-3,4,0,5
CSc1nc2ccsc2c(=O)n1-c1ccccc1,-1,0.95,1,0,1.9,-1,5,-1,0
CCC(C)NC(=O)Cn1cnc2sc(C)c(S(=O)(=O)N3CCN(c4ccccc4OC)CC3)c2c1=O (centres undefined),-1,0.99,0.96,1,0.3,4,1,-5,-7

# Going on with the list.
SMILES,beta cell repl,hIAP activ,mIAP act,APOBEC3A inh,MPTP inh,mIAP inh,hIAP inh,A3G deaminase,ATG4B inh
Cn1nc(N)c2c(-c3ccc(Cl)cc3)c(C#N)c(N)nc21,2,0.98,0.99,1,-2.1,1,2,7,5
O=C1N(Cc2ccc(F)cc2)CCN1c1ccc(F)cc1,-1,0.94,1.1,8,0.6,-9,6,-5,-7
COC(=O)CN1C(=S)N(c2ccc(Cl)cc2)C(=O)C1CC(=O)Nc1ccccc1 (centres undefined),-2,0.99,1,-5,-28,-3,1,-6,-2
Cc1cc(C)cc(NC(=O)Cn2c(-c3ccccc3Cl)nc3ccccc32)c1,0,1.1,2.8*,-3,2.8,-179,-10,-10,1
CC(OC(=O)CNC(=O)c1ccc(F)cc1)C(=O)Nc1ccc(S(=O)(=O)N2CCOCC2)cc1 (centres undefined),1,0.89,0.98,-2,-1.9,2,11,-7,-9
N#C/C(=C\c1cccnc1)c1nc2c(s1)CCCC2,-2,0.93,0.96,-1,0.6,4,7,-1,1
Cc1ccc(N(C)S(=O)(=O)c2c[nH]c3ccc([N+](=O)[O-])cc23)cc1,-3,0.98,0.95,0,17,5,2,-4,-11
Cc1nc2ccccc2n1CSc1ccccc1,0,1,1,3,-0.2,-3,-5,-1,0
N=c1sccn1CC(=O)Nc1ccccc1Cc1ccccc1,-4,1.1,0.97,-1,-1.1,3,-9,-3,7
[O-][n+]1c2ccccc2c2n1CCN1CCOC21c1ccc(Cl)cc1 (centres undefined),3,0.93,0.95,6,0.4,5,7,-4,3
Cc1ccc(S(=O)(=O)N(Cc2cc3cc4c(cc3[nH]c2=O)OCCO4)CC2CCCO2)cc1 (centres undefined),-2,1.1,0.96,-4,0.3,4,-9,-8,-1
CCOc1ccccc1NC(=O)CCNC(=O)c1ccc(Cl)cc1,-1,1.1,0.91,4,5.3,9,-6,-8,-10
COc1cccc(-c2ccc3c(N)c(C(=O)NC4CC4)sc3n2)c1,-4,1.1,1.1,-3,9.4,-6,-6,-9,-4
CC[C@@]1(c2ccccc2)C(=O)N(C(=O)OC)N1C(=O)OC,3,1,1.1,-1,-0.6,-8,-1,-8,3
COc1cccc(/C=N/Nc2nc(Nc3ccc([N+](=O)[O-])cc3)nc(N3CCCC3)n2)c1O,-4,1.3,0.94,0,0.4,6,-27,-5,4
CCOC(=O)C1=C(CN2CCOCC2)NC(=O)NC1c1cc(C)ccc1C (centres undefined),1,0.78,1,1,0.7,-2,22,0,-2
CN(Cc1ccccc1)c1nc2nonc2nc1N1CCCC(CN2CCCC2=O)C1 (centres undefined),0,0.94,1,-3,2.3,0,6,-7,-5
COC(=O)Cn1cnc2c(cnn2-c2ccc(OC)cc2)c1=O,-2,0.95,1,-6,-1.1,-4,5,-5,-4
COC(c1ccccc1)c1nnc(CCC(=O)N(C)CCc2ccccc2)o1 (centres undefined),-2,1.2,0.99,5,0.6,1,-16,-1,0
Cc1ccccc1NC(=O)c1sc2nc(N3CCOCC3)c3c(c2c1N)CCCC3,1,1.1,0.93,-3,-1.3,7,-15,20,24
CC1CCN(C(=O)c2ccccc2SCC(=O)NCC2CCCCC2)CC1,-2,0.98,1,-2,-0.7,-4,2,-10,2
NC(=O)c1cc([N+](=O)[O-])c(Cl)cc1NCc1cccnc1,12*,1,0.99,-1,0.6,1,-3,-8,7
CC(C)N(C(=O)COC(=O)c1cccc(N(C)C)c1)c1ccccc1,-3,0.93,1.2,1,0.3,-16,7,3,9
Cc1nc2ccccc2c2c1C(=O)N(C)C2=O,-1,1.3,1.2,1,-2.8,-19,-34,0,0
CC(C)CC(c1nnnn1CCc1ccccc1)N1CCN(C(=O)c2ccco2)CC1 (centres undefined),-1,1.1,1,-4,-0.6,-2,-8,-9,-7
COc1ccccc1N1CCN(C(=O)C2c3ccccc3Oc3ccccc32)CC1,-3,1.1,1.1,-6,-0.9,-14,-14,-5,-17
Cn1c(S(=O)(=O)c2ccc([N+](=O)[O-])cc2)nc(Br)c1Br,-7,1.1,1,1,7.0,0,-6,4,-3
CCOC(=O)N1C(=O)[C@@](CC)(c2ccccc2)N1C(=O)OCC,6,0.88,0.99,-1,-1.8,1,12,-11,-5
Cc1ccc(C(C)C)c(OCCNCc2ccccc2)c1,-2,0.91,0.88,2,56*,12,9,-2,12
Cc1ccc(N)c(C(O)(C(F)(F)F)C(F)(F)F)c1,9,1.1,1,1,0.9,-3,-7,-2,-11
COC(=O)CCNS(=O)(=O)c1ccc2nsnc2c1,-3,1.1,0.95,-3,-2.8,5,-6,-3,-8
O=C(c1ccccc1N1CCOCC1)N1CCCC(Nc2ccc(F)cc2)C1 (centres undefined),2,0.83,0.98,-2,0.0,2,17,11,-5
CCOC(=O)c1nnn2c3ccccc3c(=O)n(C)c12,-2,1,0.92,-2,1.2,8,-1,-7,-11
O=S1(=O)N=C2CCCCCN2C(c2ccc(F)cc2)N1 (centres undefined),1,0.93,1,0,-0.8,-5,7,-4,3
CCCn1nc(NC(=O)c2cccs2)c2cc3ccccc3nc21,-1,1.2,1.3,-2,1.6,-30,-16,-3,6
COc1cc(CNC2CCCC2)cc(Cl)c1OCc1ccccc1Cl,-7,0.94,0.94,-3,82*,6,6,-5,-1
COC(=O)c1ccc(C(=O)OC)c(NC(=S)N2CCCC(CO)C2)c1 (centres undefined),-4,1.1,0.97,3,-1.6,3,-14,-6,-20
Cc1noc(C)c1C(=O)N1CCN(S(=O)(=O)c2cccc(Cl)c2Cl)CC1,-1,0.95,1,6,0.4,-3,5,4,2
CC(Cc1n[nH]c(=S)o1)c1ccccc1 (centres undefined),0,0.96,1,-2,1.0,-2,4,-5,-6
Cc1ccc(-c2ccc(/C=N/c3ncn[nH]3)o2)cc1Cl,-2,0.98,0.99,1,2.9,1,2,2,2
